Screening data as filed in PubChem BioAssay.
GPR151 ag – activators of human GPR151, primary screen, cell-based, PathHunter beta-arrestin, luminescence | activation, % at 11.2 µM | PathHunter beta-arrestin GPR151 cells | G-protein coupled receptor 151 (Homo sapiens), Q8TDV0 | AID 1508602, 2020 | 1% of 650,000 active; in the data active = activation above about 4.9%;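 note: 0% = median of compound wells and 100% = cells with positive control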
Target sequence (Q8TDV0 whole entry, looked up): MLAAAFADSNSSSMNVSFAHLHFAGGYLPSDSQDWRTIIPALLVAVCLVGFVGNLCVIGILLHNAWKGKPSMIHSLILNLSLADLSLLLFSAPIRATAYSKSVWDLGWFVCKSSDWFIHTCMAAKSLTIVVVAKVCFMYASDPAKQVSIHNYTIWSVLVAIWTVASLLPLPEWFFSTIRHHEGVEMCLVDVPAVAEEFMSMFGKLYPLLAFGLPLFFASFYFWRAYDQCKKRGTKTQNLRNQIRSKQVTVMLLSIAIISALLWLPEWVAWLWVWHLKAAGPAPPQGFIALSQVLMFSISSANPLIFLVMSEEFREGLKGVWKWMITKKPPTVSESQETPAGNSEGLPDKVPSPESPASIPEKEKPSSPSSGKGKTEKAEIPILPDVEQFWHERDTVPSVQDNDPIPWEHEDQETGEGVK
TEAD-YAP block – TEAD-YAP interaction inhibition, primary screen, TEAD-YAP interaction inhibitor project, luminescence, HEK-TIYL cells; TEAD-Gal4/YAP UAS-luciferase luminescence; inhibition, % at 9.12 µM; 1.4% of 640,000 active; AID 1259422, 2018; in the data active = inhibition above about 32%;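 note: 0% = median of test compound wells and 100% = reference inhibitor wells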
MITF primary – MITF inhibitors, primary screen, biochemical, AlphaScreen, human | Microphthalmia-associated transcription factor (Homo sapiens), O75030 | AlphaScreen MITF homodimerization, bead proximity signal | inhibition, % at 2.6 µM | 0.91% of 650,000 active; in the data active = inhibition above about 50%;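 note: 0% = vehicle wells with protein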
Target sequence (O75030 whole entry, looked up): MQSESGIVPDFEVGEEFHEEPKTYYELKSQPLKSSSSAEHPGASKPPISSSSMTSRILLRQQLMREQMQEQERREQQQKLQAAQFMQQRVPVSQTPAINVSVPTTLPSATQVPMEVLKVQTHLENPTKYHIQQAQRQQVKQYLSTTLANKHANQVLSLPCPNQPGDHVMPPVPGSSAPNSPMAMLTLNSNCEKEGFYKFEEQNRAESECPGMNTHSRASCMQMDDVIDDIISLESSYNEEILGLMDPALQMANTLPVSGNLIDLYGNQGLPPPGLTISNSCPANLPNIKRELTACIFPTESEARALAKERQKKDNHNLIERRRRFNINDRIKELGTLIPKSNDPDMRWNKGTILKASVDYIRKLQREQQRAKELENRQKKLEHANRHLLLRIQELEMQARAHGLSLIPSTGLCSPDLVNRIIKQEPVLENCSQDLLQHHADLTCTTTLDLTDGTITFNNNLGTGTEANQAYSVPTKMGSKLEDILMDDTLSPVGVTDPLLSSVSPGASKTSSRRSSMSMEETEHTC
FBW7 activator – FBW7 E3 ligase activators, primary screen, biochemical, AlphaScreen, human | F-box/WD repeat-containing protein 7 (Homo sapiens), Q969H0 | AlphaScreen FBW7–phospho-cyclin E peptide binding, activator screen | normalized activity (activation), % at 26.1 µM | 0.13% of 650,000 active | AID 1259310, 2017; in the data active = normalized activity above about 1.9%;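 note: purified mutant Fbw7 with reduced substrate affinity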
Starred values were filed as active, the others as inactive.

canonical_smiles | FBW7 activator | MITF primary | GPR151 ag | TEAD-YAP block
O=C1NC(=NC(Cc2ccccc2)C(=O)O)N/C1=C\c1ccc2c(c1)OCO2 (stereo unspecified) | 0.1 | 3 | 0.7 | -29
CCOCCCNCc1cc(Cl)cc(Cl)c1OCC | 0.1 | -1 | 0.4 | -2
COc1ccc(-n2nnc(C(C)=O)c2NCc2cccc(OC)c2)cc1 | 0.1 | -4 | -1.1 | -7
CCOC(=O)c1ccc(NC(=O)CCc2c(C)nc3c(c(C)nn3C)c2C)cc1 | 0.1 | 2 | -2.4 | -6
O=c1c2ccccc2nc(-c2ccccc2F)n1NC/C=C/c1ccccc1 | 0.1 | 1 | 1.1 | -4
O=S(=O)(NC1CCN(Cc2ccccc2)CC1)c1ccc2c(c1)OCCO2 | -0.2 | -5 | 0.6 | -1
COCCNC(=O)c1c(N)sc2c1CCCC2 | 0.0 | 5 | 0.3 | -6
COc1ccc(C(=O)N/C(=C\c2cc(OC)c(OC)c(OC)c2)C(=O)N2CC3CC(C2)c2cccc(=O)n2C3)cc1 (stereo unspecified) | 0.0 | -2 | 0.2 | 4
CCOC(=O)c1nc2ccc(Cl)cn2c1Br | 0.2 | 13 | -0.2 | -5
COc1cccc(/C=N/NC(=O)CNc2ccccc2)c1 | 0.0 | -6 | 0.5 | -5
COc1ccc(NC(=O)CCCn2c3ccccc3c(=O)c3ccccc32)cc1OC | 0.1 | -4 | -1.0 | -26
CCC(C)c1ccc(NS(=O)(=O)Cc2ccccc2)cc1 (stereo unspecified) | -0.2 | 3 | 0.1 | -7
COc1ccc(Cc2nc(-c3ccc(OC)c(OC)c3)no2)cc1OC | 0.0 | 1 | 1.9 | -8
Cc1sc(NC(=O)c2cccnc2)nc1-c1ccc2c(c1)CCN2C(=O)CC(C)(C)C | 0.1 | 26 | -1.4 | 0
COc1ccccc1C(=O)Nc1ccc(C)cc1C(=O)c1ccccc1 | -0.1 | 4 | 0.5 | -7
O=C1CCCN1CCCNc1cc(N2CCCC2CO)ncn1 (stereo unspecified) | 0.9 | 5 | 0.3 | -9
Cc1cc(C(=O)O)c(CN2CCCC2)o1 | -0.1 | 0 | 1.2 | -7
COc1ccc2[nH]c3c(N4CCCCC4)ncnc3c2c1 | 0.3 | 0 | -0.6 | 11
Cc1cc(S(=O)(=O)Nc2ccc3c(c2)n(C)c(=O)n3C)ccc1F | 0.4 | 8 | -0.5 | 9
CC1=C(C(=O)Nc2ccc(F)c(F)c2)C(c2ccc(C(C)C)cc2)NC(=O)N1 (stereo unspecified) | 0.0 | -7 | -0.3 | -14

(continued)
canonical_smiles | FBW7 activator | MITF primary | GPR151 ag | TEAD-YAP block
Cc1cc(C)c(C(=O)CSc2nnc(C)s2)c(C)c1 | 0.1 | 10 | 0.5 | 5
CN(C)C(=O)N1CCC(C(=O)NCc2ccc(F)cc2Cl)CC1 | 0.1 | -12 | -1.2 | -12
O=C(Cn1ncc2c(=O)oc3ccccc3c21)N1CCN(c2ccccn2)CC1 | 0.4 | 9 | 0.9 | 13
COc1ccc(C2CC(=O)C3=C(C2)Nc2ccccc2NC3c2cc3c(cc2Br)OCO3)cc1OC (stereo unspecified) | -0.1 | -11 | 0.5 | -24
COCCNC(=O)COC(=O)C1=Cc2ccccc2OC1 | -0.1 | 2 | 0.1 | 2
COc1cc(/C=C2\SC(=S)N(C)C2=O)cc([N+](=O)[O-])c1O | -0.1 | 0 | -1.7 | -10
Cc1ccc(C2CC(C(F)(F)F)n3nc(C(=O)Nc4cc(C)cc(C)c4)cc3N2)cc1 (stereo unspecified) | 0.0 | 5 | -0.7 | -5
Cc1cc(C)cc(NC(=O)C2C3C=CC4(O3)C2C(=O)N(CCC2=CCCCC2)C4C(=O)NC2CCCC(C)C2C)c1 (stereo unspecified) | 0.1 | -19 | -0.3 | -6
CSc1ccccc1C(=O)NCCc1ccc(S(=O)(=O)N2CCCCC2)cc1 | 0.2 | -2 | 0.0 | 5
CCOc1ccc(-n2nnnc2CN2CCN(S(=O)(=O)Cc3ccccc3)CC2)cc1 | 0.0 | -6 | 0.0 | 0
COc1ccc(CCNC(=O)c2cnc(Nc3cc(OC)c(OC)c(OC)c3)s2)cc1 | -0.1 | 8 | -0.3 | -10
CN1/C(=C\C(=O)Nc2cccs2)c2ccccc2CC1(C)C | 0.3 | 14 | -1.3 | 2
O=C(NCc1ccncc1)c1cnc2ccccc2n1 | 0.0 | 4 | -0.7 | 13
CSc1ncnc2c1ncn2C1OC(CO)C(O)C1O (stereo unspecified) | -0.1 | -6 | -1.2 | 17
CC1CCCC(NC(=O)CN2CCCN(Cc3ccc(F)cc3Cl)C2=O)C1C (stereo unspecified) | -0.4 | -2 | 1.5 | 7
COc1cccc(NC(=O)NCc2nc(-c3ccncc3)n[nH]2)c1 | 0.1 | 5 | 3.7 | 7
COc1ccc([N+](=O)[O-])cc1NC(=O)Cn1cnc2sc(C)c(C)c2c1=O | 0.0 | 10 | -0.9 | 2
O=C(Nc1ccc(Br)cn1)c1nccnc1CO | -0.1 | 0 | -4.7 | -45
O=C(NCCCn1ccnc1)C(=O)NCC1OCCN1C(=O)c1ccc2c(c1)OCO2 (stereo unspecified) | -0.9 | 30 | -1.6 | 16
O=C(c1cccc(F)c1F)N1CCN(c2ccc([N+](=O)[O-])cc2F)CC1 | 0.8 | 4 | -0.3 | 2

The list goes on:
canonical_smiles | FBW7 activator | MITF primary | GPR151 ag | TEAD-YAP block
CCOC(=O)c1c(C)n(-c2ccccc2C)c2ccc(OC)cc12 | 0.1 | 1 | 0.1 | -7
NC(=O)c1ccc(NC(=O)CN2CCC(c3nc4ccccc4[nH]3)CC2)cc1 | 0.3 | -5 | -1.1 | 10
CSc1ccc(NC(=O)N[C@H]2C[C@H]3C(=O)N[C@H](C)C(=O)N3C2)cc1 | 0.2 | 7 | -0.5 | 7
COc1ccccc1/C=N/OCc1ccc([N+](=O)[O-])cc1 | -0.1 | -8 | -0.6 | -6
O=C(COc1cccc(Cl)c1)Oc1ccc2c3c(c(=O)oc2c1)CCC3 | 0.1 | 14 | -1.0 | 10
O=C1NCCN(Cc2cccc(F)c2)C1CC(=O)N1CCOCC1 (stereo unspecified) | -0.1 | 1 | 0.2 | 4
CCOC(=O)c1c(/N=c2\oc3ccc(OC)cc3cc2C(=O)Nc2cccc(C)c2)sc2c1CCCC2 | 0.3 | 16 | -1.1 | -9
COc1cc(Nc2nc(Nc3ccnn3C)nc3c2ncn3-c2ccsc2)cc(OC)c1OC | 0.0 | 16 | 0.0 | 63*
COc1ccc(-c2cc3nc4c(c(NCCCn5ccnc5)n3n2)CCCC4)cc1 | -0.2 | -1 | 0.0 | 16
Clc1ccccc1OCc1nnc2n1CCCCC2 | -0.2 | 1 | 4.0 | -7
COc1ccccc1-n1cc(-c2ccccc2)nc1SCC(=O)Nc1ccccc1C | 0.1 | 7 | 0.4 | 0
CCCCOc1ccc(C(=O)N/C(=C\c2ccc(Br)cc2)C(=O)Nc2ccc(C)cc2Br)cc1 | 0.0 | -2 | 1.3 | 1
CCCCCNc1nc(CCC)c2c(c1C#N)CCCC2 | 0.2 | 16 | -0.5 | 2
FC(F)(F)c1ccc(Cn2cnc3c(NC4CCN(Cc5ccccc5)CC4)nc(N4CCc5ccccc5C4)nc32)cc1 | 0.3 | 19 | 0.7 | 2
CCOC(=O)c1c(C)[nH]c(C)c1C(=O)COC(=O)/C=C/c1ccc(OC)cc1 | 0.1 | 9 | 1.2 | -3
O=C(c1ccco1)N1CCN(c2cc(-c3ccccc3)nc3ncnn23)CC1 | -0.2 | -14 | -0.1 | 3
Cc1ccc(SC(C)C(=O)NCc2ccc3c(c2)OCO3)cc1 (stereo unspecified) | -0.1 | -13 | 1.2 | -8
Cc1ccc(/C=N/NC(=O)c2ccccc2I)o1 | 0.0 | 2 | 0.6 | 1
O=C(O)CCn1cc(I)c(=O)[nH]c1=O | 0.2 | 17 | -0.5 | 6
CCOC(=O)c1c(C)[nH]c(C)c1C(=O)COC(=O)CCc1c[nH]c2ccccc12 | 0.4 | 12 | -0.8 | 9

New compounds follow:
canonical_smiles | FBW7 activator | MITF primary | GPR151 ag | TEAD-YAP block
O=C(Cc1nnn(-c2ccccc2)n1)c1cccc([N+](=O)[O-])c1 | -0.1 | 21 | 2.4 | -2
COC(=O)c1ccc(Cl)cc1N(Cc1c(F)cccc1Cl)S(C)(=O)=O | 0.3 | 2 | -0.7 | 9
CC1=C(C(=O)Nc2ccccc2)C(c2ccccc2)C(C#N)=C(S)N1 (stereo unspecified) | 0.1 | -6 | -0.8 | -5
Cc1ccccc1OCC(O)Cn1c2ccccc2c2ccccc21 (stereo unspecified) | -0.3 | 4 | 1.1 | 6
Cc1cc(C)cc(NC(=O)C(=O)NC2CC2)c1 | 0.1 | 0 | -1.6 | -5
CC(C)Cn1cc(C(=O)N2CC(C)CC(C)C2)c2c3ccccc3n(C)c2c1=O (stereo unspecified) | 0.0 | -9 | 0.0 | 6
CC(=O)c1ccc(-c2ccc(C(=O)N3CCN(C)CC3)c(N3CCOCC3)n2)s1 | -0.1 | 6 | 0.6 | -1
COc1ccc(N2CCN(C(CNC(=O)c3cccs3)c3ccco3)CC2)cc1 (stereo unspecified) | -0.2 | 8 | 0.4 | -1
Cc1c(NC(=S)NC(=O)/C=C/c2ccccc2)cccc1-c1nc2ncccc2o1 | -0.1 | 9 | 0.9 | -6
O=C(CSc1nc2ccsc2c(=O)n1Cc1ccc2c(c1)OCO2)NCCC1=CCCCC1 | 0.5 | 4 | 0.1 | 9
Cc1nnc(C)n1/N=C/c1ccc(Cl)cc1 | -0.2 | 0 | 0.2 | -7
COc1ccc(CCC(=O)N2CC(C)OC(C)C2)cc1 (stereo unspecified) | -0.2 | 0 | -0.1 | 7
COc1cc(CN2CCc3nnc(C(NC(=O)C4CCOC4)C(C)C)n3CC2)ccc1F (stereo unspecified) | -0.1 | 1 | -0.4 | -18
COc1ccc(C)cc1S(=O)(=O)NCC(c1ccc(F)cc1)N1CCN(C)CC1 (stereo unspecified) | 0.2 | 16 | -2.1 | 4
Nc1c(C(=O)NCc2ccc(F)cc2)nnn1Cc1ccc(F)cc1 | -0.2 | -1 | 0.8 | 13
Cc1ccc(N2CCN(C(=O)c3cc4ccccn4n3)CC2)c(C)c1 | 0.2 | 13 | -0.5 | 5
Cc1ccccc1C(=O)NNC(=S)Nc1ccccc1 | 0.1 | 0 | 2.9 | -40
CC(C)NC(=O)c1cnn2c1NC(c1ccc(Br)cc1)CC2C(F)(F)F (stereo unspecified) | 0.6 | 10 | 0.3 | -1
O=C(/C=C/c1ccccc1Cl)NCc1cccs1 | 0.0 | 1 | 0.6 | -60
CN1CCN(C(=O)c2ccc(-c3cc(C(=O)NC4CCN(Cc5ccccc5)CC4)ccn3)cc2)CC1 | 0.1 | 3 | 0.2 | -1

New compounds follow
canonical_smiles | FBW7 activator | MITF primary | GPR151 ag | TEAD-YAP block
CCCS(=O)(=O)c1c(S(=O)(=O)CCC)c2cc(-c3ccncc3)ccn2c1C(=O)c1ccc(OC)cc1 | 0.1 | 9 | 1.9 | -1
CC(=O)C1=C(C)NC(=O)C1(NC(=O)c1cccc([N+](=O)[O-])c1)C(F)(F)F (stereo unspecified) | -0.1 | 11 | 0.8 | 7
O=C(NNC(=O)c1ccco1)c1cccc(I)c1 | 0.0 | 13 | -1.1 | -4
O=C(Cn1ncc2ccccc21)N1CCc2ccccc2C1 | -0.2 | -1 | -1.0 | -19
Cc1ccc(N2C(=O)C3C4C=CC(C)(O4)C3C2=O)cc1[N+](=O)[O-] (stereo unspecified) | -0.1 | 7 | 2.0 | 10
C=CCn1c(-c2nonc2NC(=O)c2ccccc2Cl)nc2ccccc21 | 0.6 | 15 | -0.3 | 19
O=C(C1=C(O)C(=O)N(CCc2ccccc2)C1c1ccco1)c1ccco1 (stereo unspecified) | 0.5 | 2 | 0.0 | 9

Entries of single compounds as entered above. Values in the order: FBW7 activator | MITF primary | GPR151 ag | TEAD-YAP block
C=CCn1c(-c2nonc2NC(=O)c2ccccc2Cl)nc2ccccc21 as listed: 0.6 | 15 | -0.3 | 19
O=C(C1=C(O)C(=O)N(CCc2ccccc2)C1c1ccco1)c1ccco1 (stereo unspecified) as listed: 0.5 | 2 | 0.0 | 9
O=C(NNC(=O)c1ccco1)c1cccc(I)c1 as listed: 0.0 | 13 | -1.1 | -4
CC(=O)C1=C(C)NC(=O)C1(NC(=O)c1cccc([N+](=O)[O-])c1)C(F)(F)F (stereo unspecified) as listed: -0.1 | 11 | 0.8 | 7
O=C(Cn1ncc2ccccc21)N1CCc2ccccc2C1 as listed: -0.2 | -1 | -1.0 | -19

Reformatted: entries from further up.
> O=C(NNC(=O)c1ccco1)c1cccc(I)c1
  FBW7 activator: 0.0
  MITF primary: 13
  GPR151 ag: -1.1
  TEAD-YAP block: -4

> O=C(Cn1ncc2ccccc21)N1CCc2ccccc2C1
  FBW7 activator: -0.2
  MITF primary: -1
  GPR151 ag: -1.0
  TEAD-YAP block: -19
